# SW480 rerep – inducers of DNA re-replication in SW480 colon cancer cells; SW480 DNA re-replication, Hoechst DNA content imaging, 48 h; Potency, µM (highest dose often 46.1 µM), without a hit: at the top dose re-replication activation, most hits filed as activators; 340,000 tested, 1.8% active; further: potency means the concentration at half of the fitted maximal effect; % of control where 0% means no effect; nearly all actives have a fitted effect of over 55% in size
#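 Image-based DNA-content assay: after two days of treatment, nuclei were labelled with the DNA dye Hoechst and imaged, and hits were compounds raising the count of nuclei showing high fluorescence intensity.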
# IL-1B inflam inh – blocks inflammasome-driven IL-1 beta release. THP-1 LPS/ATP IL-1B secretion, AlphaLISA, 16 h; stronger effect = lower value. activity change, % at 57.5 µM. 360,000 tested, 4.7% active; in the data active means activity change below about -50%; inconclusive means mostly about -30% to -49%; further: on the % scale 0 is the no-effect control and ±100 the full control effect
#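 THP-1 cells pretreated 1 hr with compounds (up to 57.5 uM final), then stimulated with LPS (250 ng/mL final) plus ATP (1.25 mM final); secreted IL-1B measured by AlphaLISA after 16 hr, decreased signal indicating inhibition.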
# KB-3-1 tox – kills parental KB-3-1 adenocarcinoma cells | KB-3-1 viability, CellTiter-Glo ATP luminescence, 72 h | Potency, µM (highest dose often 46.1 µM), for inactives: at the top dose activity change, negative = cytotoxic, hits mostly cytotoxic | 400,000 tested, 1.4% active; further: potency means the concentration at half of the fitted maximal effect; on the % scale 0 is the no-effect control and ±100 the full control effect; nearly all actives have a fitted effect of over 60% in size
#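 Using CellTiter-Glo luminescence, growth of non-resistant KB-3-1 adenocarcinoma cells is assessed 72 h after pin-tool compound addition at 37 °C. Normalized responses across the concentration series yield fitted curves.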
# MCF10A rereplic – inducers of DNA re-replication in MCF 10A breast cells; Potency, µM (titrated, usually from 46.1 µM), for inactives: at the highest dose activity, positive = re-replication, actives largely listed as activators; MCF 10A DNA re-replication, Hoechst nuclear intensity, 48 h; 350,000 tested, 2.9% active; further: potency means the concentration at half of the fitted maximal effect; % of control where 0% means no effect; nearly all actives have a fitted effect of over 50% in size
# HepG2 tox – counter-screen for TGF-b inhibitors: cytotoxicity in HepG2 cells | 410,000 tested, 0.76% active | Potency, µM (top dose mostly 46.1 µM), without a hit: at the top dose activity change, negative = cytotoxicity, hits mostly cytotoxic | HepG2 CAGA-GFP viability, ATP luminescence, 18 h; further: potency means the concentration at half of the fitted maximal effect; some results filed as inactive show a strong effect at the top dose
#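 HepG2 CAGA-GFP cells (1000/well, DMEM with 1% FBS) received compound, then TGF-beta at 500 pg/mL final, and were incubated 18 hours at 37 degrees C. Viability was read by CellTiter-Glo luminescence. Media-only wells were set as complete cell-killing and DMSO as no toxicity.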
# HT1080-NT tox – kills 2HG-producing HT-1080-NT fibrosarcoma cells; HT-1080-NT fibrosarcoma viability, CellTiter-Glo ATP luminescence, 48 h; Potency, µM (titrated, usually from 46.1 µM), inactives show top-dose activity, negative = less viability, usual class: cytotoxic; 360,000 tested, 1.6% active;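 further: NT is the 2HG producing partner of a matched IDH1 knockdown line; potency means the concentration at half of the fitted maximal effect; 0% = DMSO-treated cells and -100% = media-only wells without cells; nearly all actives have a fitted effect of over 55% in size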
#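 Luminescent CellTiter-Glo readout after 48 hours of compound exposure at 37 degrees C defined viability of HT-1080-NT cells. Activity was normalized to DMSO wells and cell-free media wells; concentration-response curves were fitted and assigned curve classes.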
# HT1080 IDH1KD tx – toxicity to HT-1080 IDH1 knockdown cells (counter line); HT-1080 IDH1 knockdown viability, ATP luminescence, 48 h; Potency, µM (series often up to 46.1 µM), for inactives: at the top dose activity, negative = toxicity, hits mostly cytotoxic; 360,000 tested, 2% active; AID 686971;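 further: potency means the concentration at half of the fitted maximal effect; 0% = DMSO wells and -100% = cell-free medium wells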
#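 Assay cells: HT-1080 with IDH1 knockdown, 750 per well, RPMI/5% FBS. Exposure: 48 h at 37 °C following 2 h pre-incubation. Read: CellTiter-Glo luminescence; fitted concentration-response, curve class assigned.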
# ATXN viability – cell viability loss in ATXN counter-screen; S2 cells (HEK-293 line with an ATXN2-luciferase reporter) viability, CellTiter-Fluor protease fluorescence, 24 h; Potency, µM (titrated, usually from 56.7 µM), usual class: cytotoxic; 400,000 tested, 0.49% active; AID 651635; further: potency means the concentration at half of the fitted maximal effect; nearly all actives have a fitted effect of over 40% in size
# ATXN2 expr inh – reduces ATXN2 reporter expression in HEK-293 cells | HEK-293 ATXN2-luciferase reporter, luminescence, 24 h | Potency, µM (doses to about 57 µM), for inactives: at the top dose activity change, negative = inhibition, usual class: inhibitors | 360,000 tested, 0.72% active; further: potency means the concentration at half of the fitted maximal effect; on the % scale 0 is the no-effect control and ±100 the full control effect; nearly all actives have a fitted effect of over 55% in size
#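 ATXN2-luciferase reporter cells (luciferase flanked by upstream and downstream ATXN2 gene portions) were treated 24 h at 37 °C with compounds at up to 57 uM. SteadyGlo luminescence gave expression; GF-AFC fluorescence gave viability.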
# Active calls of the source: *; i = inactive; u = inconclusive; x = no result given; & = joins results of further samples; [ ] = another dose, or the depositor's remark. Unless noted, the call rests on the fitted dose curve; in most records, active means well fitted curve in the direction sought with a large enough effect; inconclusive means small, poorly fitted or top-dose-only effect, or another doubt; inactive means no such curve, though single readings can be large; an effect the other way counts as inactive or inconclusive.
SMILES,SW480 rerep,IL-1B inflam inh,KB-3-1 tox,MCF10A rereplic,HepG2 tox,HT1080-NT tox,HT1080 IDH1KD tx,ATXN viability,ATXN2 expr inh
O=C(CNC(=O)N1CC(=O)Nc2ccccc21)NCc1ccc(Cl)cc1,-1%,0,31%,2%,6%,8%,6%,i,-3%
COc1ccc(/C(O)=C2/C(=O)C(=O)N(CCCC(=O)O)C2c2ccc(OC)cc2)cc1 (stereo unspecified),-2%,12,-12%,0%,6%,15%,6%,i,2%
CS(=O)(=O)N(CC(=O)N1CCCCC1)C1CCCCC1,6%,-29,-6%,0%,-10%,-5%,-2%,i,-6%
COCCNC(=O)Cn1cc(/C=C(\C#N)C(=O)NC2CC2)c2ccccc21,-8%,3,10%,-7%,3%,10%,9%,i,2%
COc1ccc(CCNC(=O)COC(=O)/C=C/c2cc(OC)c(OC)c(OC)c2)cc1OC,-134%[inhibitor],-9,-1%,8%,12%,12%,2%,i,x
CCCCNC(=O)C[C@@H]1C[C@@]2(C(=O)OC)CCCCC=C2N(Cc2ccc3c(c2)OCO3)C1=O,x,-61*,6%,x,x,-4%,2%,x,x
O=C(CNC(=O)c1ccncc1)N/N=C/c1ccccc1[N+](=O)[O-],-11%,13,u,-10%,-2%,18%,21%,i,26%
O=C(Nc1ccc2oc(-c3ccccc3F)nc2c1)c1cncc(Br)c1,-1%,-3,10%,2%,0%,30%,20%,i,-28%
Cn1c(SCc2ccc(Cl)cc2Cl)nc(C(F)(F)F)cc1=O,-8%,11,-10%,8%,-5%,-8%,2%,i,7%
O=[N+]([O-])c1cc(/C=N/Nc2nc(N3CCOCC3)nc(N3CCOCC3)n2)ccc1Cl,-2%,-29,u,-3%,0%,0%,0%,i,7%
COc1ccc(S(=O)(=O)N(C)CC(=O)NCCC2=CCCCC2)cc1C,-2%,-8,5%,0%,-31%,0%,11%,i,-2%
Cc1cc(C)nc(NNC2=CC(=[N+]3CCCCC3)CC(C)(C)C2)n1,4%,1,0%,1%,-25%,12%,26%,i,-4%
CCc1ccc(CN2CCSCC2)cc1,-2%,-5,1%,-3%,23%,12%,13%,i,-19%
CCN1c2ccccc2-c2nc(SCC(=O)Nc3cc(OC)cc(OC)c3)ncc2S1(=O)=O,x,x,-1%,x,-14%,x,x,i,3%
CC(=O)N1CCN(c2ccc(NC(=O)c3ccc(Cl)cc3)cc2)CC1,-3%,-3,6%,20%,-25%,4%,13%,i,-5%
CCCCOC(=O)Oc1ccc2c(=O)c(Oc3cccc(C)c3)coc2c1,x,-2,10%,-2%,-37%,-5%,1%,i,22%
Cc1cc(C)cc(NC(=O)CN(C)S(=O)(=O)c2cccc3nsnc23)c1,-2%,-9,-21%,0%,-21%,0%,2%,i,3%
Cc1ccc(C)c(S(=O)(=O)N2CCN(C(=O)Cc3sc(C)nc3-c3ccc(F)cc3)CC2)c1,2%,-25,u,42%,-10%,-6%,-5%,i,-22%
O=C(NCCc1ccc(S(=O)(=O)N2CCCC2)cc1)c1cccs1,-5%,-11,u,0%,-4%,2%,-7%,i,-7%
Cc1noc(C)c1COc1cccc(C(=O)NCCc2c[nH]c3ccccc23)c1,u,6,-12%,u,1%,u,u,u,-5%[11.3 µM]
Cc1cc(C(=O)Nc2nc(-c3ccccn3)cs2)ccc1[N+](=O)[O-],u,107,u,u,-26%,-19%,u,u,u
CCN(c1ccc(N=Cc2c(O)n(Cc3ccc(OC)cc3)c(=O)c3ccccc23)cc1)C(C)C,u,7,8%,7.3µM*,6%,11%,20%,x,17%
COc1ccc(OC)c(-c2csc(NC(=O)C3COc4ccccc4O3)n2)c1 (stereo unspecified),27%,-12,2%,25%,-4%,1%,3%,i,-3%
CC(/C=C1\SC(=S)N(NS(=O)(=O)c2ccc(C)cc2)C1=O)=C\c1ccccc1,-8%,14,13%,-6%,-17%,-1%,-14%,u,-3%
CC(=O)Nc1ccc(-c2cc(-c3ccc(NC(C)=O)cc3)nc(-c3ccc(NC(C)=O)cc3)n2)cc1,-3%,7,0%,15%,-13%,-11%,-14%,i,-3%
# Other results:
SMILES,SW480 rerep,IL-1B inflam inh,KB-3-1 tox,MCF10A rereplic,HepG2 tox,HT1080-NT tox,HT1080 IDH1KD tx,ATXN viability,ATXN2 expr inh
CC(=O)c1ccc(N2CCN(S(=O)(=O)c3ccc4[nH]c5c(c4c3)CCCC5)CC2)cc1,x,x,-10%,x,-3%,x,x,i,-2%
C#CCOCCOCCOCCNc1nc(N2CCN(C(=O)[C@H]([C@@H](C)CC)n3cc(CCCN=C(N)N)nn3)CC2)nc(N2CCN(C(=O)[C@H](C)n3cc(CCCN=C(N)N)nn3)CC2)n1,0%,1,-4%,-3%,-4%,8%,4%,i,-2%
O=S(=O)(Cc1cc(-c2ccccc2Cl)no1)c1ccccc1,-6%,-16,-12%,2%,-16%,11%,1%,i,42%[activator]
O=S(=O)(NCc1ccc(Cl)cc1)c1ccc(N2CCCCS2(=O)=O)cc1,x,x,-26%,x,-24%,x,x,i,-22%
O=c1[nH][nH]cc1C=Nc1ccc(Oc2ccccc2)cc1,72%,0,0%,-27%,-3%,1%,1%,i,20%
CCCCCC(=O)N/N=C/c1ccc([N+](=O)[O-])o1,8.9µM*,21,-27%,28%,10µM*,u,u,i,-26%
CC(C)N(Cc1ccccc1)C(=O)COC(=O)c1cnc(Cl)c(Cl)c1,1%,-109*,x,5%,-16%,0%,0%,x,u
O=C(COC(=O)c1ccccc1NCCO)Nc1cc(C(F)(F)F)ccc1N1CCOCC1,u,-27,7%,u,-11%,-4%,u,i,-15%
Cc1ccccc1NS(=O)(=O)c1ccc2[nH]cc(C(=O)N(C)Cc3ccco3)c(=O)c2c1,-5%,-4,-1%,1%,-24%,-6%,-6%,i,4%
O=C1C2CC=CCC2C(=O)N1c1ccc(NCCc2ccc(O)cc2)c([N+](=O)[O-])c1 (stereo unspecified),1%,-83*,-12%,17%,-41%,-29%,-26%,i,-7%
O=S(=O)(c1ccccc1)[C@@]1(c2ccccc2)C[C@@H]2ON=C(c3cccc(Br)c3)[C@@H]2C1,-38%[inhibitor],59,u,-8%,-6%,16%,8%,i,-8%
CC(=O)Nc1ccc2c(CSc3nnc(N)s3)cc(=O)oc2c1,12%,-11,-1%,-1%,-2%,-4%,-3%,i,x
CSc1ccc(-c2cc3c(c4c2ccn4C)C2CCC3O2)cc1 (stereo unspecified),x,-2,-1%,x,-34%,-19%,-23%,i,-2%
CN(Cc1ccccc1)C(=O)c1ccc2sc([C@@H]3O[C@H](CO)[C@H](O)[C@H](O)[C@H]3O)nc2c1,x,-16,0%,x,0%,1%,23%,i,12%
Cc1ccc(C2=NNC(c3ccc(Cl)cc3)=Nc3ccccc32)o1,12%,-2,5%,u,6%,-14%,-9%,i,5%
Cc1ccc2[nH]c(=O)c(CN(Cc3ccco3)S(=O)(=O)c3c(C)ccc4nsnc34)cc2c1,u,-58*,8%,-5%,4%,-4%,0%,u,u
CCCCN(C)C(=O)C1CCC(CNS(=O)(=O)c2ccc3c(c2)CC(C)N3C(C)=O)CC1 (stereo unspecified),0%,17,-10%,1%,-8%&-27%,-5%,8%,i,-7%
C[C@H](CO)N1C[C@H](C)[C@@H](CN(C)C)Oc2c(NC(=O)C3CC3)cccc2C1=O,0%,32,9%,-11%,2%,-18%,1%,i,5%
COc1ccc(CN(Cc2nc3ccccc3c(=O)[nH]2)C(=O)NC2CCCCC2)cc1,8%,-58*,-5%,0%,3%,-10%,-9%,i,8%
COC(=O)CN1C(=O)[C@H]2[C@@H](/C=C/c3ccccc3)N3C(=O)CN(Cc4ccccn4)C(=O)[C@@]3(Cc3ccccc3)[C@H]2C1=O,-18%,28,8%,-4%,1%,-1%,8%,i,2%
COc1cccc(NC(=O)N2CCc3ccccc3C2)c1,-1%,-6,7%,3%,0%,-1%,-2%,i,18%
COc1cccc(-c2nc(CS(=O)(=O)CC(=O)NC3CC3)c(C)o2)c1,-26%,0,0%,6%,3%,10%,11%,i,0%
COc1cc(NC(=O)CN2CCC(C)CC2)c(C)cc1[N+](=O)[O-],-50%[inhibitor],-16,3%,20%,10%,12%,u,i,26%
Cc1ccc(C(=O)NNC(=O)CSc2nnc(C(C)C)n2C)cc1,-5%,10,12%,-4%,-3%,9%,19%,i,0%
COc1ccc(-c2nn(-c3ccccc3)cc2/C=N/NC(=S)NC(C)C)cc1OC,u,u,3%,-31%[inhibitor],-2%,3%,-7%,u,4%

# Copied from the list:
# Result of `Cc1ccc(C2=NNC(c3ccc(Cl)cc3)=Nc3ccccc32)o1` in SW480 rerep: 12%
# Result of `C[C@H](CO)N1C[C@H](C)[C@@H](CN(C)C)Oc2c(NC(=O)C3CC3)cccc2C1=O` in HT1080 IDH1KD tx: 1%

# Following part
SMILES,SW480 rerep,IL-1B inflam inh,KB-3-1 tox,MCF10A rereplic,HepG2 tox,HT1080-NT tox,HT1080 IDH1KD tx,ATXN viability,ATXN2 expr inh
CCOC(=O)C1(C)CCN1C(=O)COc1ccc(C(C)(C)C)cc1 (stereo unspecified),x,33,0%,x,-22%,0%,-12%,i,-6%
O=C1CCCc2cc(S(=O)(=O)NCC3CCC(C(=O)NCc4ccc(F)cc4)CC3)ccc2N1 (stereo unspecified),x,x,-4%,x,-16%,x,x,i,7%
O=c1oc2cc(Cl)ccc2n1CSc1nc2ccccc2s1,-7%,0,0%,u,-2%,-14%,-19%,i,72%[activator]
COC(=O)c1ccc(Cl)cc1NC(=O)/C=C/c1ccc(C)o1,u,0,19%,9%,-4%,28%,9%,i,-12%
CCN(CC)C(=O)COc1ccc2oc(C)c(C(=O)OC(C)C)c2c1,3%,28,0%,9%,-2%,7%,8%,i,-2%
NCCOc1ccccc1Cc1ccccc1,-1%[9.22 µM],-62*,5%,-1%,-19%,-1%,-11%,i,-21%
